Screens (PubChem BioAssay)
GAA850 FXN act: activators of GAA850 frataxin (FXN) promoter; HEK293 lucGAA850 FXN promoter luciferase reporter, 24 h; percent of 10 µM SAHA response; activation, % at 6 µM; actives 0.56% (n = 360,000); AID 540364;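 active = activation above the average of all compounds screened plus 3 SD, cutoff fixed separately per campaign, cut at about 7.5% in these data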;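 note: 0% = DMSO wells and 100% = 10 µM SAHA wells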
ADAM10 inh: ADAM10 inhibition, QFRET primary screen | recombinant ADAM10, EDANS/DABCYL FRET peptide cleavage, 3 h | AID 720582 | inhibition, % at 7 µM | actives 0.62% (n = 370,000);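 active = inhibition above a per-campaign cutoff equal to the mean of compounds falling between control-based bounds plus 3 SD, cut at about 20% in these data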;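 note: 0% = DMSO wells while the 100% control is not disclosed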
Target sequence (O14672 214-748 limits assumed): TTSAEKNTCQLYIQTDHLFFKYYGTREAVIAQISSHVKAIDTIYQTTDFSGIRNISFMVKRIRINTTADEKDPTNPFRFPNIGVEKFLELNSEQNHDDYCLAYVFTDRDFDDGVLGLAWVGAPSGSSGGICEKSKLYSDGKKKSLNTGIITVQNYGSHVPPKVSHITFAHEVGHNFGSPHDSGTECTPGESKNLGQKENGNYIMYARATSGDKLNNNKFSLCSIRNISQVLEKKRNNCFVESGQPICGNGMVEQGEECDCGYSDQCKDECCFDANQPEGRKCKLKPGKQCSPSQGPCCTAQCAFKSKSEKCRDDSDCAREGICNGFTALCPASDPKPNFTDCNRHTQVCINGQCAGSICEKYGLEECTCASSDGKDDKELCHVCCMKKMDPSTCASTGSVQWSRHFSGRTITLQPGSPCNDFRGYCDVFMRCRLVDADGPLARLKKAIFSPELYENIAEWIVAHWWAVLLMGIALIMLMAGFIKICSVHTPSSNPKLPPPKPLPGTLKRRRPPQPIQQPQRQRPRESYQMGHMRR
DAX1 inh-1: inhibits human nuclear receptor DAX1 | P51843 | HEK293 Gal4-DAX1 luciferase reporter, luminescence | inhibition, % at 6.75 µM | actives 0.99% (n = 340,000) | AID 504766;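 active = inhibition above the mean over all tested compounds plus 3 SD, cut at about 4.2% in these data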;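 note: 0% = DAX1-transfected cells with DMSO and 100% = empty-vector control cells with DMSO; inhibition shows as a rise in luminescence from relieved DAX1 repression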
Target sequence (P51843 207-470 limits assumed): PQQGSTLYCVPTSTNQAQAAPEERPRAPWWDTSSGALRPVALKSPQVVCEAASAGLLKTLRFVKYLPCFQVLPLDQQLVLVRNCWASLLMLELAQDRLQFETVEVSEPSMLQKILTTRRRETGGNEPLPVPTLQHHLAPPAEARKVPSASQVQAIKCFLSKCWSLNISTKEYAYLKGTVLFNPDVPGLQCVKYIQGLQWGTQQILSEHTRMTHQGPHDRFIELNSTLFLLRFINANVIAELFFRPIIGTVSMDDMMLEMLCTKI
ssDAF12 agonist: activators of S. stercoralis DAF-12 nuclear receptor; HEK293 ssDAF-12/GRIP1 lit1-tk-luc reporter, luminescence; % of 3 µM dafachronic acid response; activation, % at 6.8 µM; actives 1% (n = 370,000); AID 652126;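 active = activation above the mean over all tested compounds plus 3 SD, cut at about 0.9% in these data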;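 note: 0% = DMSO-only wells and 100% = 3 µM delta7-dafachronic acid wells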
NPR2 activator: GC-B (human) receptor activation | P20594 | HEK293-GC-B cells, CNP EC30, cGMP TR-FRET; 0% at EC30 CNP, 100% saturating CNP | activation, % at 10 µM | actives 0.11% (n = 370,000) | AID 1920062;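 active = activation at 10 µM reaching about 35% in either raw or pattern-adjusted values, limit read from the data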
hcDAF-12 act: activators of H. contortus DAF-12 nuclear receptor | HEK293 hcDAF-12 lit1-tk-luc reporter, luminescence; 0% DMSO, 100% Δ7-dafachronic acid | activation, % at 6.8 µM | actives 1.4% (n = 370,000);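 active = activation above the mean of all tested compounds plus 3 SD, cut at about 5.5% in these data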;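 note: 100% = response to 3 µM Δ7-dafachronic acid high control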
SMARCA2 activ: SMARCA2 function activation, primary screen; MG213 cells, MMTV-luciferase reporter, dexamethasone, overnight; actives 1% (n = 370,000); activation, % at 9.1 µM; in the data active = activation above about 7.8%;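 note: 0% = vehicle wells and 100% = reference activator wells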
DAX1 inh-2: inhibitors of DAX1 repression of SF-1 activated StAR promoter. HEK293T StAR-luciferase reporter, SF-1/DAX-1 repression relief. inhibition, % at 6.8 µM. actives 1.1% (n = 370,000). AID 652010;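 active = inhibition above the mean over all tested compounds plus 3 SD, cut at about 3.6% in these data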;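 note: 0% = DAX-1 cells with DMSO and 100% = cells lacking DAX-1 with DMSO; higher inhibition means more luminescence from relief of DAX-1 repression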
GC-A act: GC-A (human) enzyme activation; P16066; HEK293 GC-A cells, cGMP TR-FRET, EC30 ANP; 0% at EC30 ANP, 100% saturating ANP; activation, % at 10 µM; actives 0.14% (n = 370,000); in the data active = activation above about 40%
hgDAF-12 ag: hgDAF-12 agonism, primary luciferase screen | actives 1.8% (n = 370,000) | activation, % at 6.8 µM | HEK293 GAL4-hgDAF12 UAS-luciferase reporter, agonist luminescence; normalized to butyrate control | AID 687014;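 active = activation above a cutoff set at the mean of all screened compounds plus 3 SD, cut at about 10% in these data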;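 note: 0% = DMSO wells and 100% = sodium butyrate wells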
HGIII-sPLA2 inh: Blocks human group III sPLA2 activity; QFRET BODIPY PC-A2 liposome hydrolysis, fluorescence; actives 0.56% (n = 370,000); AID 743126; Q9NZ20; inhibition, % at 12.2 µM;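 active = inhibition above mean plus 3 SD of compounds lying within the high and low control bounds, cut at about 19% in these data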;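 note: 0% = median of test compound wells and 100% = no enzyme DMSO wells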
Numbers without * were called inactive; · = not tested or not shown. Hits appear at their usual frequency; about 6.6% have a hit in one of these screens.

Second line of a record – HGIII-sPLA2 inh	hgDAF-12 ag	SMARCA2 activ	GAA850 FXN act	hcDAF-12 act	ADAM10 inh	DAX1 inh-2	ssDAF12 agonist	GC-A act	DAX1 inh-1	NPR2 activator
> Cc1ccc(S(=O)(=O)N2[C@@H](c3ccc(F)cc3)C(C(=O)O)=C[C@H]2CC2CCCC2)cc1
    -31	1.7	-1	-0.1	-0.8	0	0.1	-0.4	2	0.5	7
> CCc1ccc(-c2cc(C(=O)N/N=C/c3c[nH]c4ccccc34)[nH]n2)cc1
    -15	18*	-1	-2.8	3.0	1	-3.3	0.7	-8	0.1	-8
> N#CCSc1nc(-c2ccccc2)nc2ccc(F)cc12
    -3	1.2	1	2.3	2.3	1	-0.8	-1.0	3	1.4	4
> CC(C)(C)Nc1nc(NC(C)(C)C)nc(-n2ccnc2)n1
    -6	-1.2	-6	1.7	-0.9	5	-0.8	-1.3	1	-0.2	3
> Cc1cccc(NC(=O)CSc2nnc(-c3cc(C)n(-c4ccccc4)c3C)o2)c1C
    -20	-0.1	-7	-4.8	-1.0	16	-0.8	-1.3	-2	0.0	1
> CCn1c2ccccc2c2cc(NC(=O)COC(=O)c3cccc(S(=O)(=O)NC)c3)ccc21
    -22	-2.5	-1	1.7	-1.1	16	0.1	-1.3	-6	-0.9	2
> CCOC(=O)c1c2n(c3ccc(O)cc13)CCC2
    -5	0.5	3	-1.0	-2.4	2	-0.1	-1.0	4	-0.2	1
> COC(=O)CNC(=O)c1ccc2c(c1)S(=O)(=O)c1ccccc1C2=O
    2	0.2	5	0.9	-0.4	2	-0.1	-1.0	0	-1.0	3
> N#CC(C#N)=NNc1ccc2cn[nH]c2c1
    0	7.0	-3	·	4.2	-8	1.1	-0.1	1	·	2
> COc1ccc(O)c(/C=N/n2c(-c3ccco3)csc2=Nc2cccnc2)c1
    14	0.3	-3	1.5	0.0	0	0.2	-0.8	13	-0.4	5
> COc1ccc(N2CCN(C(=O)COCc3cc(-c4ccc5c(c4)OCO5)on3)CC2)cc1
    6	0.5	-4	1.1	-1.4	-2	-0.2	-1.2	-3	0.1	-1
> CC(=O)NCCNC(=O)C1(C)Cc2c(-c3ccc(C(N)=O)cc3)ccnc2O1 (centres undefined)
    5	-0.7	-3	-1.2	0.1	-5	0.8	-1.1	0	·	2
> CCCN(CCC)CC(O)CN1C(=O)NC(C)(C)C1=O (centres undefined)
    3	5.3	1	3.8	0.1	-1	-0.3	-0.9	4	0.3	13
> CCCCn1nc(C(=O)N(C)C2CCCCC2)c2ccccc2c1=O
    4	-4.5	-2	0.9	-2.3	14	-1.6	-1.0	8	-0.5	-2
> O=C(N/N=C/c1cc2c(cc1Br)OCO2)c1c[nH]c2ccccc12
    5	10*	-1	3.9	4.1	-1	0.8	0.2	-11	5.4*	6
> C=C1CCC[C@]2(C)C[C@H]3OC(=O)C(CN[C@@H](C)c4ccccc4)[C@H]3CC12 (some centres undefined)
    11	-1.8	-3	-0.7	-0.5	-2	-0.6	-1.2	-5	-1.3	-9
> COCO/C=C(\NC(C)=O)c1ccccc1
    8	4.3	0	0.4	0.1	2	-0.1	-0.8	2	1.1	4
> COc1ccc(CCNC(=O)Cc2ccc(NC3=NC4CS(=O)(=O)CC4S3)cc2)c(OC)c1 (centres undefined)
    4	0.9	-2	0.0	2.6	-11	0.6	-1.5	0	1.5	4
> CCC(=O)c1ccc(OCC(=O)NNC(=O)c2cc(C)oc2C)cc1
    6	-1.8	0	3.0	2.5	-4	0.3	-0.8	0	0.6	-6
> c1ccc2[nH]c(CN3CCN(c4ncnc5c4oc4ccccc45)CC3)nc2c1
    4	-0.3	0	0.6	0.2	-10	-0.2	-1.2	-4	-1.3	-5
> COc1ccccc1CCn1cnc(-c2ccc(F)cc2)c1C(C)C
    -4	-0.5	-6	·	-3.2	6	-0.1	-1.7	0	·	-3
> NC(=O)C1CC(=O)N(c2ccc(OCc3ccc(Cl)cc3)cc2)C1 (centres undefined)
    20*	12*	3	8.3*	3.1	-6	2.9	0.5	31	0.8	0
> CC(C(=O)N1CCc2ccccc21)N1CCN(S(=O)(=O)c2ccc(C(F)(F)F)cc2)CC1 (centres undefined)
    2	-3.0	-5	1.5	0.5	-8	-0.2	-1.4	1	2.0	6
> N#CCc1ccc(NS(=O)(=O)c2ccc(C3CCCCC3)cc2)cc1
    -41	-2.9	-3	-1.9	-4.5	15	-2.0	-2.1	2	-3.1	5
> Cn1c(=O)c2[nH]c(-c3ccccc3Cl)c(O)c2n(C)c1=O
    -64	-1.1	2	0.6	-1.9	-2	-0.3	-1.7	-5	-0.6	-5
> CC(=O)Nc1ccc2c(c1)nc(CCN1CCC(C)CC1)n2C
    6	-3.7	-4	0.8	-1.9	-100	0.3	-1.2	2	0.7	0
> Cc1ccc(CSCC(=O)Nc2ccccc2C(=O)O)cc1
    1	-2.5	2	-2.4	0.0	-2	0.3	-0.7	6	-0.7	-6
> Fc1cccc(Cc2c(-c3ccccc3)nc3ccc(Br)cn23)c1
    -11	-0.1	2	·	-0.3	-4	2.9	-0.5	21	·	22
> O=C(CCC1CCCC1)NNC(=O)c1ccc(F)cc1
    -5	0.9	3	-1.3	3.3	0	0.7	-0.8	2	-0.5	0
> O=C1NC[C@@H](Cc2ccc(O)cc2)N(CCCCC2CCCCC2)C1=O
    -27	-0.1	-3	·	0.5	5	-0.5	-0.2	6	·	-1
> O=C(NCCS(=O)(=O)N1CCN(Cc2ccccc2)CC1)c1ccc(F)cc1
    -8	0.6	1	0.8	-0.6	-6	-0.7	-1.6	-1	-0.3	2
> CCCCn1c(N)c(N(CCC(C)C)C(=O)c2c(C)noc2C)c(=O)[nH]c1=O
    12	1.3	-2	0.4	0.2	-12	-0.6	-0.6	1	2.4	0
> CN(C)C=Nc1ccc(Cn2cnc3nc4ccc(Cl)cc4cc3c2=O)cc1
    3	2.4	-5	·	4.5	-103	0.9	-0.3	7	·	-9
> COc1ccc2c(CC(=O)Nc3nccs3)coc2c1
    -3	9.1	1	3.4	-0.5	-3	1.4	-0.5	-4	1.9	1
> Cc1nc(NS(=O)(=O)c2ccccc2)sc1C(=O)NN
    -14	-3.6	0	4.0	0.9	-8	-0.1	-1.2	-3	·	2
> COc1ccc(C(=O)NCCCNC(=O)c2ccc(C)nc2)cc1
    3	-2.0	-1	0.5	1.3	6	-0.1	-0.7	-4	-1.6	-1
> COc1ccc(OC)c(S(=O)(=O)N2CCc3ccccc32)c1
    1	-2.4	-3	-2.0	1.1	14	-0.7	-0.6	-9	-1.1	-6
> CCN(C[C@H]1N[C@@](CC)(C(=O)OC)[C@H]2C(=O)N(Cc3ccccc3)C(=O)[C@@H]12)S(=O)(=O)c1ccc(C(F)(F)F)cc1
    12	0.7	-3	16*	-0.5	-10	0.1	-0.1	-5	0.9	-3
> N/C(=N\OC(=O)Cc1cccs1)c1ccccc1
    -4	5.9	2	2.3	3.0	0	-0.4	-0.6	3	2.1	0
> O=C(OCC1OC2C(Oc3nc(=O)ccn32)C1O)c1ccccc1 (centres undefined)
    1	1.0	-2	1.4	-0.1	2	0.3	-0.4	0	-1.7	-1
> O=C1OCCN1S(=O)(=O)Nc1ccccc1
    3	1.1	-2	-0.8	-0.2	-4	0.0	0.2	2	0.6	1
> O=C(NNC(=O)c1ccco1)c1cccc(Br)c1
    -2	2.4	0	1.5	-0.4	-1	0.3	-1.2	3	0.2	0
> Cc1ccc(NC(=O)c2ccc(Br)o2)c([N+](=O)[O-])c1
    1	2.0	-5	0.5	2.2	1	0.6	-1.6	-1	-0.5	-1
> O=C(NCc1ccc(Cl)cc1)C1CCC(CNc2c(N3CCOCC3)c(=O)c2=O)CC1 (centres undefined)
    6	-0.4	-3	1.5	-0.9	-22	-0.3	-0.7	2	-0.7	4
> CC(=O)OCC1OC(OCc2cn(C[C@H]3CC[C@@H]([C@@H]4CC[C@H](Cn5cc(COC6OC(COC(C)=O)C(OC(C)=O)C(OC(C)=O)C6OC(C)=O)nn5)O4)O3)nn2)C(OC(C)=O)C(OC(C)=O)C1OC(C)=O (some centres undefined)
    5	0.0	-1	0.9	-0.9	-3	0.1	-1.2	3	1.9	6
> COc1ccc(S(=O)(=O)N2CCCC(C(=O)NCc3cccnc3)C2)cc1 (centres undefined)
    1	1.1	5	0.7	0.6	4	0.1	-0.4	-4	0.1	0
> Cc1ccc(Cl)cc1N1CCN(C(=O)c2ccc3nc[nH]c3c2)CC1
    -7	-2.5	-3	3.9	-1.6	10	-0.6	-1.6	-2	-1.6	3
> COc1ccccc1NC(=O)COc1ccc2ccccc2c1
    -5	1.8	0	1.6	-1.9	3	1.8	0.1	-2	-0.1	-7
> O=C(Nc1cccc(-c2nc3ccccc3s2)c1)c1ccc2c(c1)OCO2
    2	1.7	-2	-0.6	-1.5	6	0.4	-0.8	6	0.0	-1
> Cc1nnc(SCc2nnc(-c3cccs3)o2)s1
    -3	0.8	0	-0.7	-0.5	4	2.5	-1.3	2	0.0	1
> Cc1cc2cc(C)c(NCCNC(=O)c3ccccc3F)nc2cc1C
    -15	1.1	2	3.1	0.5	-114	-0.7	-2.1	-2	1.8	-7
> CCOCCCNC(=S)Nc1cc(C)cc(C)c1
    18	-0.1	-1	-0.2	0.7	-3	-0.8	-1.1	0	0.7	4
> N#Cc1ccc(C(=O)OCC(=O)N2CCOCC2)cc1
    0	-1.1	-2	1.4	-1.9	-5	-0.1	-0.9	1	0.3	-1
> COc1cc(Cc2ccc(N)c(OC)c2)ccc1N
    14	-0.3	4	-0.6	-0.9	17	-0.3	-1.1	1	2.1	0
> CC(=O)OCC1=C(C(=O)O)N2C(=O)C(NC(=O)CCn3nc(C)c(Cl)c3C)C2SC1 (centres undefined)
    5	0.0	6	0.4	-1.7	5	0.6	-1.2	-5	0.7	-3
> CCOC(=O)C1=CCN(S(=O)(=O)c2ccc(C)cc2)C1c1cccc(Br)c1 (centres undefined)
    -8	-1.5	-3	·	-1.3	-1	-2.8	-1.4	-11	·	-2
> CO/N=C(/COc1ccc(F)cc1)c1ccc(OC)cc1
    -1	1.7	6	-0.5	-0.2	7	-0.4	-0.8	4	1.1	2
> Cn1c(CN2CCCCC2)nc2cc([N+](=O)[O-])ccc21
    3	-2.6	-2	0.8	2.0	-11	-0.6	-1.5	3	0.9	-2
> NS(=O)(=O)c1cccc(NC(=O)CCSc2ccc(Cl)cc2)c1
    0	0.1	1	-1.3	2.0	-5	0.2	-0.9	3	1.8	2
> CCOc1cccc(-c2nnc3sc(COc4ccc(C)cc4)nn23)c1
    7	2.1	-2	-0.6	1.9	5	0.8	-0.7	-2	1.1	-2
> CC(=O)Oc1ccc2oc(/C=C/N(C)C)c([N+](=O)[O-])c2c1
    2	1.9	0	1.9	1.4	-8	0.4	-1.1	-5	0.3	-1
